Assay outcomes deposited in PubChem BioAssay by several laboratories.
Smad3 FoxH1 inh: blocks human Smad3 binding to FoxH1 peptide | AID 630 | TR-FRET Smad3/Dy647-FoxH1 peptide binding, europium anti-His | P84022 | 88,000 compounds, 0.29% hits | inhibition, % at 25 µM;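 active means compounds that reduce the energy-transfer binding signal between the protein and its labelled peptide by more than half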;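 further: 0% = Smad3 plus labelled peptide maximal FRET and 100% = peptide-only background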
Target sequence (P84022 whole entry, looked up): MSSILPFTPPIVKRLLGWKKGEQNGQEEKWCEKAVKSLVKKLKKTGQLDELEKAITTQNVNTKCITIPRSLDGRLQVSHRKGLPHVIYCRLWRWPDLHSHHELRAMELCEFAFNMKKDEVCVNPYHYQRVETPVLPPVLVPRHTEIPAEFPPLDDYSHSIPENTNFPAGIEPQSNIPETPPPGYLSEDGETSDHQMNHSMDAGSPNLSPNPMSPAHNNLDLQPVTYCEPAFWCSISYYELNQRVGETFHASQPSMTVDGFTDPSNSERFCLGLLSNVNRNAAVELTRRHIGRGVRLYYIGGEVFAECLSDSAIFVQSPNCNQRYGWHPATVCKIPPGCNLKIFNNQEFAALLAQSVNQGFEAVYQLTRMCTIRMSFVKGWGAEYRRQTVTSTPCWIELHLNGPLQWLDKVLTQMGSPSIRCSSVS
cytoskel mod: modifiers of cytoskeleton assembly; HUVEC TNFa F-actin phalloidin imaging, high content; inhibition, % at 2 µM; 91,000 compounds, 0.18% hits; AID 836;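 active means inhibition above the batch mean plus 3 SD and confirmed as a hit by visual image inspection, cut at about 30% in these data, passing the limit was not always enough; inconclusive means above the inhibition threshold but rejected on visual inspection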; further: strong numbers were not always called active
HUVEC tox TNFa: HUVEC cytotoxicity counter-screen, TNF alpha stimulated. AID 848. HUVEC TNFalpha-stimulated, Hoechst cell count, imaging. cell count reduction, % at 2 µM. 93,000 compounds, 0.17% hits;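 active means cell count reduction exceeding the screen mean by over 5 SD, scaled to untreated wells per plate, cut at about 78% in these data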;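 further: cells counted after 24 h of TNF alpha exposure following the 1 h pretreatment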
IL1B cytotox: HUVEC cytotoxicity counter-screen, IL-1B stimulated; 94,000 compounds, 0.41% hits; AID 845; HUVEC cell count loss, Hoechst imaging; cell count reduction, % at 2 µM;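 active means cell count reduction more than 3 SD above the screen-wide mean, cut at about 70% in these data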;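 further: normalized per plate to untreated control cells as the no-loss baseline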
ERb SRC1 inh: blocks coactivator binding to human estrogen receptor beta; 86,000 compounds, 1.3% hits; inhibition, % at 25.6 µM; TR-FRET ER-beta LBD / SRC1-Cy5 peptide binding; receptor agonist-loaded with 1 µM estradiol; Q92731;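 active means compounds whose percent inhibition of the receptor-coactivator binding signal exceeds about 50% in the single-dose screen, limit read from the data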;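 further: 0% = receptor plus peptide wells without compound and 100% = peptide-only wells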
VCAM1 TNFa inh: reduces TNF alpha induced VCAM1 expression in HUVEC; HUVEC TNFa-induced VCAM-1 immunofluorescence, high-content imaging; inhibition, % at 2 µM; 95,000 compounds, 0.48% hits;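 active means inhibition above the batch mean plus 3 SD, with images confirmed as a hit by eye, cut at about 37% in these data; inconclusive means inhibition above that limit but hit not confirmed in images; inactive means inhibition not above that limit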;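 further: 0% = TNF-stimulated DMSO wells and 100% = unstimulated control wells; not every result past the cut was called active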
sEH inh: soluble epoxide hydrolase (human) inhibition | recombinant human sEH enzymatic activity assay | 91,000 compounds, 0.34% hits | P34913 | inhibition, % at 2 µM; in the data active means inhibition above about 80%; further: values of inactives mirror those of a sister screen read the other way; many of its hits are not listed in these tables
Target sequence (P34913 whole entry, looked up): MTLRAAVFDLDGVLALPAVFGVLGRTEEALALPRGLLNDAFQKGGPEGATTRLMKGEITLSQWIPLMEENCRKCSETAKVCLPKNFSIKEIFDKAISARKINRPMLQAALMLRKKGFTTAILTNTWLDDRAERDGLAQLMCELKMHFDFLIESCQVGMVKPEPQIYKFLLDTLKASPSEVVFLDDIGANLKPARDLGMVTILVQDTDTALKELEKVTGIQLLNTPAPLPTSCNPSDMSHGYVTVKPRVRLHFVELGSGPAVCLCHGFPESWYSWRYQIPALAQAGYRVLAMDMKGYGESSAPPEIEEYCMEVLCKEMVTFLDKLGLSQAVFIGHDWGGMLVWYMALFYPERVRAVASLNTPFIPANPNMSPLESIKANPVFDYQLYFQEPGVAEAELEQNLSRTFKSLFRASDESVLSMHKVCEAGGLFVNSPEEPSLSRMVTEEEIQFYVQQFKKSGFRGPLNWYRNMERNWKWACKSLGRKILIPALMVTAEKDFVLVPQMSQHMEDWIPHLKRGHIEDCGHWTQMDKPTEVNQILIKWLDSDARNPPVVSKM
Calb biofilm kill: kills Candida albicans biofilms; 85,000 compounds, 0.14% hits; inhibition, % at 6 µM; C. albicans biofilm + clotrimazole, Alamar Blue; AID 834;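 active means inhibition above 20%; inactive means inhibition below 20%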;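 further: preformed 24 hr biofilms exposed to compound for 48 hr; 0% = biofilm without compound and 100% = blank killed by clotrimazole plus chlorhexidine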
sEH act: soluble epoxide hydrolase (human) activation; purified human sEH enzymatic activity, activator screen; activation, % at 2 µM; 91,000 compounds, 0.04% hits; in the data active means activation above about 37%; further: values of inactives mirror those of a sister screen read the other way
The depositor's hits bear a star; u = inconclusive; x = no result given; [ ] = dose if it differs, or a comment. This is a subset; rates above refer to the full screens.

SMILES	Smad3 FoxH1 inh	cytoskel mod	HUVEC tox TNFa	IL1B cytotox	ERb SRC1 inh	VCAM1 TNFa inh	sEH inh	Calb biofilm kill	sEH act
O=C1CC(SCCc2nc3ccccc3[nH]2)C(=O)N1c1ccc(Cl)cc1 (stereo unspecified)	x	2	-16	-6	x	5	37	x	-35
O=C(CSc1nc2ccccc2c(=O)n1CC1CCCO1)N1CCN(c2ccccc2)CC1 (stereo unspecified)	-7	2	-5	-22	-6	5	3	8	0
CCCCCCn1c(CN2CCC(C)CC2)nc2c1c(=O)n(C)c(=O)n2C	12	-9	6	-24	-9	-22	8	1	-5
COc1ccc(CCNC(=O)CSc2nc3ccccc3o2)cc1	1	-7	-4	0	-10	-21	-4	7	4
CC1CCN(S(=O)(=O)c2ccc(NC(=O)CN3CCOCC3)cc2)CC1	13	4	-9	-5	-4	5	6	5	-6
Cc1ccc(S(=O)(=O)NCCc2ccccc2)cc1	18	x	-28	2	-7	8	-4	5	2
Clc1ccc(Cl)c(OCc2cc(-c3ccccc3Cl)on2)c1	x	-17	-2	0	x	2	-26	x	26
O=C(CSc1nnc(-c2ccncc2)n1Cc1ccco1)Nc1nc(-c2ccccc2)cs1	x	27	-22	6	x	-6	-5	x	7
O=C1CCCC(O)=C1C1NCCc2ccccc21 (stereo unspecified)	-7	x	-7	3	6	-21	16	-1	-17
C=CCn1c(N)c(-c2nc3ccccc3n2C)sc1=S	-22	-1	-9	-120	2[fluorescence artefact?]	-19	-2	0	-3
O=C(Nc1cccc(-c2cn3ccccc3n2)c1)c1cc2ccccc2oc1=O	x	-2	-14	-3	x	2	3	x	-4
O=C(Nc1ccccc1)c1ccc(-c2ccc(Br)cc2)o1	-5	-8	9	36	2	9	4	0	0
O=C(CCC(=O)Nc1ccc(Oc2ccccc2)cc1)NCCO	0	32	-10	3	-11	-8	-25	3	22
Cc1nn(C)c(C)c1CNC(=O)c1nn2c(c1Cl)NC(c1cccs1)CC2C(F)(F)F (stereo unspecified)	x	24	x	-4	x	-22	-3	x	1
CC1(c2ccc3c(c2)OCO3)NC(=O)N(CC(=O)Nc2ccc(N3CCOCC3)cc2)C1=O (stereo unspecified)	1	14	-40	-16	1	-2	x	0	x

Taken from above.
O=C1CC(SCCc2nc3ccccc3[nH]2)C(=O)N1c1ccc(Cl)cc1 (stereo unspecified) | IL1B cytotox = -6
O=C(CCC(=O)Nc1ccc(Oc2ccccc2)cc1)NCCO | HUVEC tox TNFa = -10

(listing goes on)
SMILES	Smad3 FoxH1 inh	cytoskel mod	HUVEC tox TNFa	IL1B cytotox	ERb SRC1 inh	VCAM1 TNFa inh	sEH inh	Calb biofilm kill	sEH act
NC(=O)c1ccccc1NS(=O)(=O)c1ccccc1	5	0	-16	-36	-6	5	-5	4	7
Cc1ccc(S(=O)(=O)NCC2CCC(C(=O)NCCCN3CCOCC3)CC2)cc1 (stereo unspecified)	-5	-2	-4	-36	-7	1	24	6	-23
Cc1cnc(NC(=O)C2CCCC2)s1	-4	u	85*	-2	-4	u	10	2	-6
CCN(CC)C(=O)CSc1nnc(CNc2ccc(F)cc2)o1	-2	-34	17	9	-13	13	-2	5	2
N#C/C=C(/N)c1ccc(Br)cc1	x	14	-8	-13	x	5	8	x	-6
Cc1ccc(N/C(CSC(N)=O)=N/S(=O)(=O)c2ccccc2)cc1	8	2	12	-10	0	20	6	0	-5
C=CCn1c(SC(C)C(=O)NCc2ccc3c(c2)OCO3)nc2scc(-c3ccccc3)c2c1=O (stereo unspecified)	-7	-7	-19	6	-4	14	x	6	x
COC(=O)C(C(C)=O)C1=C/C(=N\S(=O)(=O)c2ccc(C)cc2)c2ccccc2C1=O (stereo unspecified)	-4	32	-24	16	3	-2	-1	0	-5
O=C1c2cccnc2C(=O)N1C1CCCCC1	-2	x	-7	13	-2[fluorescence artefact?]	6	-12	6	15
Cc1cc(C)c(C)c(Cn2c(CO)nc3ccccc32)c1C	-8	7	-29	4	-5	-12	2	-1	0
O=c1c2c(nc3nc(COc4ccccc4)[nH]n13)CCC2	6	-16	-15	15	-16	6	-1	1	4
CN(C)c1ccc(NC(=O)CSc2nc3ccccc3c(=O)n2C2CCCCC2)cc1	8	4	3	-16	-13	-6	8	8	-8
Cc1cccc2cc(C#N)c(NCCNS(=O)(=O)c3ccc4c(c3)OCCO4)nc12	1	5	-32	-32	1[fluorescence artefact?]	10	x	10	x
O=C(Nc1ccc(C(=O)N2CCCCC2)cc1)C1CCCCC1	-9	-12	-3	32	-2	-9	4	1	0
O=C(c1cc2nc(-c3ccccc3)cc(-c3ccccc3)n2n1)N1CCN(C(=O)c2ccco2)CC1	9	4	-10	-12	22	10	-17	5	14
Nc1ccc(-c2cnc(-c3ccc(N)cc3)nc2)cc1	3	-15	1	14	-10	17	-8	9	9
Clc1ss/c(=N\c2ccccn2)c1Cl	4	5	-8	-9	11	18	-8	9	9
COc1ccc(-c2nn(-c3ccccc3)cc2C#N)cc1	4	-2	-18	-17	11[fluorescence artefact?]	3	-11	4	8
Cc1ccc(CNc2oc(COc3ccccc3Cl)nc2C#N)cc1	4	0	-8	-6	13	6	9	-2	-8
CCc1nc2ccc(F)cc2c(C(=O)NC2CCCCC2C)c1C (stereo unspecified)	x	5	2	-13	x	13	-7	x	4
CCC12CN3CC(CC)(CN(C1)C3c1ccc(OC(C)C)cc1)C2=O (stereo unspecified)	-15	-13	9	-4	-1[fluorescence artefact?]	-2	-2	2	0
CCCOc1ccc(C(=O)NCc2cccnc2)cc1	2	-6	-13	-51	4	9	x	8	x
CCCCn1c(SCC(=O)c2ccc3c(c2)OCCO3)nnc1-c1ccco1	10	-24	30	26	5	-1	-23	6	24
O=C(Cn1c(=O)oc2ccccc21)Nc1ccc(S(=O)(=O)N2CCCCC2)cc1	0	0	-12	-26	27	1	30	9	-31
CN(/C=C/C(=O)C(F)(F)F)Cc1ccccc1	x	23	-4	1	x	-3	2	x	4
COc1cccc(NC(=O)CCNC(=O)Cn2ccc3ccccc3c2=O)c1	-6	2	5	-91	-3	10	-13	-4	12
COC(=O)C1=C(C)N(Cc2ccco2)C(=O)C1	-5	6	-18	-16	-1	6	0	-3	1
C1CCc2c(nnc3c2-c2nonc2CC3)C1	-2	-8	-12	-18	-5	-5	-4	3	2
CCOC(=O)N1CCN(CC(=O)Nc2ccc(OC)cc2)CC1	8	-2	-15	-7	-4	2	1	1	0
O=C(Nc1ccc(Cl)c(Cl)c1)OCCNC(=O)c1cccc(Cl)c1	1	-4	-12	-2	1	-10	-7	0	5
CC1(C)CC(c2nc(-c3ccc(Cl)cc3)cs2)CCS1 (stereo unspecified)	x	11	-8	-4	x	4	4	x	-1
COc1ccc(NC(=O)NCCCN2CCCCC2C)cc1 (stereo unspecified)	8	7	-46	-19	-12	5	x	-1	x
CNC(=O)CSc1nnc(-c2ccco2)n1-c1ccc(C)cc1	8	6	2	-27	0	-12	7	8	-3
COc1ccc(N(CC(=O)NCCSc2ccccn2)S(C)(=O)=O)cc1	3	-2	-15	10	6[fluorescence artefact?]	5	-11	6	9
CCCCNC(=O)CSc1nccn1Cc1ccccc1	2	23	-42	-76	5[fluorescence artefact?]	-17	9	0	-8
Cc1ccc(Nc2nc(-c3sc(NC(=O)c4ccco4)nc3C)cs2)cc1	x	13	-19	-7	x	5	6	x	-8
CC(C)n1nnnc1SCC(=O)NCc1ccc2c(c1)OCO2	-6	7	-4	-32	-1	13	4	5	-1
CCS(=O)(=O)N1CCC(C(=O)OCC(=O)c2ccc(Br)cc2)CC1	8	-20	-1	-12	-4[fluorescence artefact?]	-1	16	0	-17
Cn1cc(SCC(=O)Nc2ccc3c(c2)OCO3)c2ccccc21	12	-6	-7	-3	-5	-4	14	7	-12
CS(=O)(=O)Nc1ccc(C(=O)NCc2ccccn2)cc1	-13	-2	-11	-28	-5[fluorescence artefact?]	-7	11	-3	-10
Cc1ccc(N(CC(=O)NC(C)c2ccccc2)S(=O)(=O)c2cccs2)cc1 (stereo unspecified)	11	x	-6	0	2	-29	-8	4	5
COc1ccc(Cl)cc1NC(=O)N1CCN(CCc2ccccc2)CC1	14	-13	-24	18	-9	0	-12	6	15
CCOc1ccccc1NC(=O)C1CCN(S(=O)(=O)c2c(C)nn(C)c2C)CC1	-11	8	-24	16	-1	-7	2	2	-3
Cc1ccc(CCNC(=O)C2CCCN(C(=O)c3cc4sccc4n3C)C2)cc1 (stereo unspecified)	x	16	-8	4	x	12	17	x	-15
Cc1cc(C(=O)Nc2cccc3ncccc23)no1	-4	0	x	-14	5	x	-3	10	5
Cc1ccc(C)c(S(=O)(=O)N2CCN(CC(=O)Nc3ccc4c(c3)OCCO4)CC2)c1	x	-13	4	-6	x	11	20	x	-20
COc1ccc(NC(=O)Cn2nnc(-c3ccccc3F)n2)cc1Cl	6	8	4	-128	6	2	31	3	-31
CSc1nnc(Cc2sc(-c3ccccc3)nc2-c2ccccc2)o1	9	-5	-10	x	-5[fluorescence artefact?]	6	-16	1	16
CCCCn1c(SCC(=O)N2CCOCC2)nnc1-c1cccs1	x	18	-27	-1	x	-34	-12	x	12
CCCOc1ccc(C(=O)N/N=C/c2ccc(-c3ccc(S(=O)(=O)Nc4ncccn4)cc3)o2)cc1	9	-12	-6	13	12	-8	40	2	-39
CCOC(=O)c1ccc(NC(=O)CSc2nc(C)cc(=O)[nH]2)cc1	0	-4	2	3	84*[fluorescence artefact?]	16	-19	4	18
O=C(Nc1ccc(F)cc1)C1CCCCC1	3	2	-13	-4	-7	0	12	-7	-12
COC(=O)c1ccc(Cl)c(NC(=O)CN2CCN(C)CC2)c1	11	-11	13	11	13	-21	-36	5	34
CSc1ccc(C2C(C#N)=C(N)Oc3cc4c(cc32)OCO4)cc1 (stereo unspecified)	-5	9	-10	8	17	14	-14	-1	14
CCCCOP(=O)(c1ccc(N(C)C)cc1)C(O)c1cccnc1 (stereo unspecified)	-5	20	-31	6	-4[fluorescence artefact?]	7	x	9	x
Cc1nc2sc(C(c3ccco3)N3CCOCC3)c(O)n2n1 (stereo unspecified)	9	17	-18	-14	-30	-1	8	7	-5
O=c1cc(CN2CCN(c3cccc(Cl)c3)CC2)c2cc(O)c(-c3ccccc3)cc2o1	x	30	-40	-15	x	11	5	x	-7
O=S(=O)(Nc1nc2ccc(S(=O)(=O)N3CCCCC3)cc2s1)c1ccccc1	9	-22	-7	46	-37	4	-1	2	-1
CCn1c(=O)c2c3c(sc2n(C)c1=O)CCC3	-7	x	-35	14	21	-12	-2	5	4
Cc1ccccc1NC(=O)c1ccccc1	1	-4	-1	-99	-6	8	-17	6	11

Next section:
SMILES	Smad3 FoxH1 inh	cytoskel mod	HUVEC tox TNFa	IL1B cytotox	ERb SRC1 inh	VCAM1 TNFa inh	sEH inh	Calb biofilm kill	sEH act
Cn1c(=N)n(CC(=O)c2cccs2)c2ccccc21	x	1	-3	5	x	7	5	x	-5
Cc1ccc(S(=O)(=O)N(C)CC(=O)N2CCN(C(=O)c3ccco3)CC2)cc1	5[fluorescence artefact?]	-5	10	-19	0	-4	4	2	-4
Cn1c(N2CCC(C(N)=O)CC2)nc2c1c(=O)n(Cc1cccc(Br)c1)c(=O)n2C	4	-9	-7	27	1[fluorescence artefact?]	17	x	4	x
CCOC(=O)c1c(C)c(C(=O)Nc2ccccc2)c(C)n1CC	6	3	-27	-2	-2[fluorescence artefact?]	-3	10	-6	-12
Cn1cc(Br)c(C(=O)NNC(=O)c2cccc(Br)c2)n1	x	25	5	0	x	-11	3	x	0
